# Pf Dd2 growth – Plasmodium falciparum Dd2 growth inhibition; Potency, µM (highest dose often 28.9 µM), inactives show top-dose activity, negative = inhibition, hits mostly inhibitors; actives 4.3% (n = 120,000); AID 1347417; P. falciparum Dd2 growth, SYBR Green, 72 h; active = well fitted inhibition curve with a large enough effect; inconclusive = small, poorly fitted or top-dose-only effect; inactive = no such curve, though single readings can be large or run the other way;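 note: plate controls were DMSO vehicle for no effect and reference drug for full effect; nearly all actives have a fitted effect of over 65% in size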
#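 Readout: SYBR Green fluorescence, 485 nm excitation, 535 nm emission, after ~16 h lysis at 37C. Before that, Dd2-infected red cells (2.5% hematocrit) grew 72 h with compound, 29 uM top final concentration.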
# Numbers without * were called inactive; i = inactive; ? = inconclusive; [ ] = remark or other dose. Potency is the fitted concentration of half-maximal effect. Only part of the results is shown; count on the stated rates, not on these rows.
SMILES,Pf Dd2 growth
COc1ccc(-c2noc(-c3nnn4c3COC(c3ccc(F)cc3)C4)n2)c(OC)c1 (stereo not given),-3.6%
Cn1nccc1C(=O)N1CCCC1C(=O)Nc1cccc(-n2cccn2)c1 (stereo not given),0.0%
CCOC(=O)c1ccccc1NC(=O)N(Cc1ccc(C)cc1)Cc1cccn1-c1nnc(N2CCCC2=O)s1,-18.6%
N#Cc1cccnc1N1CCN(Cc2cn(-c3ccccc3)nn2)CC1,-1.0%
CCOC(=O)c1cnc2c(Cl)cc(Cl)cc2c1Nc1cc(C(=O)O)ccc1C,-26.7%
O=C(NCc1ccc(Cl)cc1)C(=O)Nc1cccc(Br)c1,-4.2%
CCCOC(=O)c1cccc(NC(=O)CSc2nnc3cc(C)c4ccccc4n23)c1,-8.0%
Cc1ccc(Cn2c3ccccc3c3cnn(CC(=O)Nc4cc(Cl)ccc4C)c(=O)c32)cc1,11.6%
O=C1CCN(C(=O)[C@@H](Cc2ccccc2)NC(=O)C2CCCCC2)CCOCCN1,15.0%
Cc1cc2nc(CO[C@H]3CN(Cc4ccc(C(=O)O)cc4)C[C@H]3F)[nH]c2cc1C,i
N#Cc1cccc(NC(=O)N[C@H]2[C@H](O)[C@@H](N3CCC(Cc4ccccc4)CC3)[C@@H]3OC[C@H]2O3)c1,i
O=C(Cn1c(=O)oc2cc(S(=O)(=O)N3CCCCC3)ccc21)NCc1ccc(F)cc1,?
O=C(c1cc2ccc3cccnc3c2[nH]1)N1CCCCC1,6.8%
CCCN(CC1CCOC1)C(=O)Nc1cccc(CC)c1 (stereo not given),13.6%[5.79 µM]
COC[C@H]1C[C@@H](N(C)C)[C@H](O)[C@@H]1O,4.4%[76.6 µM]
COc1ccc(-c2cc(C(=O)NCCc3ccccc3)c3cc(C(C)C)ccc3n2)cc1,?
O=C(c1cn(C/C=C/c2ccccc2)nn1)N1CCN(c2cccc(Cl)c2)CC1,-3.0%
CCC(=O)Nc1cnc(-c2ccc(C)cc2)nc1,?
COc1ccccc1CCC(=O)N1CCC2(CC1)NC(=O)N(c1cccc(F)c1)N2,i
N#CC1CCN(C(=O)c2nc(-c3ccccc3)c3ccccn23)CC1,i

# Two neighbouring entries from above, quoted:
SMILES,Pf Dd2 growth
COc1ccc(-c2noc(-c3nnn4c3COC(c3ccc(F)cc3)C4)n2)c(OC)c1 (stereo not given),-3.6%
Cn1nccc1C(=O)N1CCCC1C(=O)Nc1cccc(-n2cccn2)c1 (stereo not given),0.0%

# (further entries)
SMILES,Pf Dd2 growth
Cc1cc(C)cc(NC(=O)CN2C(=O)CSc3ccc(S(=O)(=O)N4CCCC4)cc32)c1,-11.8%
c1cnn(CC2CN(Cc3cc4n(n3)CCNC4)CCCO2)c1 (stereo not given),-5.8%
CCN(Cc1ccccc1)C(=O)Cn1c(=O)cc(C)c2c(C)nn(-c3cccc(F)c3)c21,?
Cn1cc(CNC(=O)C[C@@H]2C[C@H]3O[C@H](CNC4Cc5ccccc5C4)[C@@H](O)[C@H]3O2)cn1,20.1%[44.1 µM]
COc1ccc(CCC(=O)NC2CCc3nn(C)c(=O)n3CC2)cc1OC (stereo not given),10.8%
COc1ccc(CN2C[C@H]3CN(Cc4ccc(C(F)(F)F)cc4)CCN3C2=O)cc1,-3.1%[44.1 µM]
CC(=O)c1cc2c(cc1N/C(=N/S(=O)(=O)c1ccc(C)cc1)c1ccc(F)cc1)OCO2,?
O=C1NCc2ccccc2CC12CCCN2Cc1ccc(Br)cc1 (stereo not given),?
CCC(Sc1nc2ccncc2[nH]1)C(=O)Nc1cc(C)ccc1C (stereo not given),-1.8%
Cc1noc(C)c1CN[C@@H]1CCC[C@@H](C(=O)N2CCN(C)CC2)CC(=O)N(C)C1,10.9%[44.1 µM]
CCn1cc(CN(C)Cc2ccccc2)ccc1=O,-14.2%
Cc1nn(S(=O)(=O)c2ccccc2)c(C)c1S(=O)(=O)N1CCC(C)CC1,28.4%
Cc1cn2nc(C(=O)N3CCCC3)cc2c(N2CCSCC2)n1,i
CCCN(C(=O)c1noc2c1COc1ccc(C)cc1-2)c1ccc(Cl)c(Cl)c1,10.0%
CCOCC(=O)N[C@@H]1c2ccccc2C2(CCNCC2)[C@H]1OC,-2.7%
Cc1cc(C)c(NC(=O)Nc2ccc3snnc3c2)c(C)c1,i
CC(C)c1cc(C(=O)N[C@@H]2COCC[C@@H]2OCc2ccccn2)nc(N)n1,-2.5%
O=C(Nc1ccccc1Br)N1CCN2CCCCC2C1 (stereo not given),i
CCOCC(=O)N1C[C@@H]2CCCN3CCC[C@@H]([C@H]23)[C@H]1CCCC(=O)NCC1CC1,-6.8%
COCCC(=O)N1CCC2(CC1)CC(Cc1nc(-c3ccncc3)no1)CCO2 (stereo not given),-7.2%

# Ordered by number of heavy atoms (low to high): part of the list above
SMILES,Pf Dd2 growth
CCn1cc(CN(C)Cc2ccccc2)ccc1=O,-14.2%
Cc1cc(C)c(NC(=O)Nc2ccc3snnc3c2)c(C)c1,i
CCOCC(=O)N[C@@H]1c2ccccc2C2(CCNCC2)[C@H]1OC,-2.7%
O=C1NCc2ccccc2CC12CCCN2Cc1ccc(Br)cc1 (stereo not given),?
CCOCC(=O)N1C[C@@H]2CCCN3CCC[C@@H]([C@H]23)[C@H]1CCCC(=O)NCC1CC1,-6.8%
Cc1cc(C)cc(NC(=O)CN2C(=O)CSc3ccc(S(=O)(=O)N4CCCC4)cc32)c1,-11.8%

# (continued)
SMILES,Pf Dd2 growth
COc1ccccc1OCCNC(=O)C1CC(=O)N(c2n[nH]c3ccccc23)C1 (stereo not given),-6.1%
O=C(Cc1ccc(F)cc1)N1CCC2(CCC(=O)N(CC3CC3)CC2)CC1,i
CC(C)(C)c1ccc(C(=O)Nc2ccc(C(O)[C@H]3COCC(=O)N3Cc3ccccn3)cc2)cc1 (stereo not given in full),?
CC(=O)NC[C@H]1O[C@@H](CC(=O)NC(C)C)[C@H](O)[C@@H]1O,24.5%[44.1 µM]
COc1cc2c(cc1OC)C(CNC(=O)c1cccs1)N(C(=O)Nc1ccccc1F)CC2 (stereo not given),i
CCOc1c(Cl)cc(Cl)cc1CNCCSc1nnnn1C,-9.1%
CCOc1cc(S(=O)(=O)NCCc2c(C)[nH]c3ccc(C)cc23)ccc1F,19.0%
CC(C)Oc1ccc(CNC(=O)C2=Cc3ccccc3OC2)cc1,23.7%
Cc1ccc(Nc2nn3c(=O)c4cc5c(cc4nc3s2)OCO5)cc1Cl,17.8%
N#Cc1csc(N2CC3CCC(C2)N3CC(F)(F)F)n1,i
CO[C@H]1C(=O)N(C(C)C)[C@H]1C1CCN(C(=O)Cn2ccc(C)n2)CC1,-12.4%
Cc1ccc(Cn2c(C)c(CNCc3ccccc3F)c(C(=O)O)c2C)cc1,?
CC(C)c1nnc(N2C(=O)c3oc4ccccc4c(=O)c3C2c2ccccc2F)s1 (stereo not given),6.5%
COc1ccccc1CNC(=O)[C@H]1CN(C(C)C)C[C@H]1C(=O)O,i
COc1ccc(S(=O)(=O)NCC(c2ccco2)N2CCN(c3ccccc3)CC2)cc1OC (stereo not given),i
CCc1ccc(NC(=O)C2CCN(C(=O)c3nnn4c3COC(c3ccc(OC)cc3)C4)CC2)cc1 (stereo not given),-17.1%
c1coc(-c2noc(CCCc3nc(C4CCOC4)no3)n2)c1 (stereo not given),8.4%
CC(C)CN1C(=O)C(C)(C)[S+](=O)([O-])[C@H]2CN(c3ccc(Oc4ccccc4)cc3)C[C@@H]21,?
CN1[C@@H](CCC(=O)N2CCN(c3ccccc3)CC2)CNC(=O)[C@H]2NCC[C@H]21,0.2%[44.1 µM]
Cc1cc(C)cc(NC(=O)C(Cc2ccccc2)NS(=O)(=O)c2ccc3c(c2)CCC(=O)N3)c1 (stereo not given),-16.6%
NC(=O)c1cc2c(nc1CC1CC(=O)N(c3ccccc3)C1)CCC2 (stereo not given),0.0%
O=C(Cc1cccc(F)c1)N1CC(Oc2ccc(-c3nc(-c4ccccc4)no3)cc2)C1,18.9%[5.79 µM]
COc1cccc(CCC(=O)N2CCCN(C)c3ccccc32)c1,?
COC(=O)c1ccccc1NS(=O)(=O)c1cc2c(cc1C)N(C)CCO2,8.5%
CCOC(=O)c1c(S(=O)(=O)NCC(=O)N(C)c2ccc(C)cc2)c(C)n(C)c1C,11.0%
CN(C1CCOCC1)C1CCN(C(=O)c2ccnn2C)CC1,8.1%
Cc1nc(-c2cn(C3CCCN(C(=O)c4ccc(Cl)s4)C3)nn2)no1 (stereo not given),?
Cc1ccccc1C(=O)OCc1cc(=O)n2nc(C3CCCCC3)sc2n1,44.6%[activator]
CCOC(=O)c1cnc(NCc2ccc(Cl)cc2)c2ccccc12,-50.1%
O=C(NCCc1nc2ccccc2n1Cc1ccc(Cl)cc1Cl)c1ccco1,11.2µM*
Cn1nccc1C(=O)N1CCCC(c2nc(C3CCOCC3)no2)C1 (stereo not given),29.0%
CCOC(=O)c1cccc(NC(=O)c2oc3c(c2C)-c2nn(CC)cc2CC3)c1,?
CCOCC1(C)COc2ccc(C(=O)NCc3ccc(F)cc3)cc2N1 (stereo not given),i
CC(C)CCN1CCC2(CC1)OCCN(CCc1ccccc1)C2=O,i
CCC1=C(C(=O)OC)C(c2ccccc2OC)N2C(CC(=O)NC(C)(C)C)=CSC2=N1 (stereo not given),?
CCc1nc(-c2c3n(c(=O)n(CCCOc4ccc(F)cc4)c2=O)CCCC3)no1,-12.8%
CC(=O)NC[C@H]1C[C@@H]2CCN1C[C@@H]2c1cc(-c2cccs2)nc(C)n1,?
COCCN1C(=O)c2cccn2CC1CNS(=O)(=O)c1ccccc1 (stereo not given),-15.9%
CC(=O)Oc1c(-c2ccc(NC(=O)C3CC3)cc2)c(-c2ccccc2F)nn1-c1ccccc1,?
CC1=C(C(=O)OC(C)C)C(c2ccccc2C)N2C(CC(=O)N3CCCC3)=CSC2=N1 (stereo not given),?

# By substructure: the entries above with a thiophene ring, fused or not.
SMILES,Pf Dd2 growth
COc1cc2c(cc1OC)C(CNC(=O)c1cccs1)N(C(=O)Nc1ccccc1F)CC2 (stereo not given),i
Cc1nc(-c2cn(C3CCCN(C(=O)c4ccc(Cl)s4)C3)nn2)no1 (stereo not given),?
CC(=O)NC[C@H]1C[C@@H]2CCN1C[C@@H]2c1cc(-c2cccs2)nc(C)n1,?

# Additional entries.
SMILES,Pf Dd2 growth
COc1ccc(-c2cn3nc(SCC(=O)Nc4ccc(C)c(Cl)c4)ccc3n2)cc1,37.2%[activator][5.79 µM]
Cc1cccc(CN2CCC3(CC2)CCN(Cc2cccc(O)c2)CC3CO)n1 (stereo not given),7.6%
COc1ccc(NC2CCCN(C(=O)c3ccc(S(N)(=O)=O)cc3)C2)cc1 (stereo not given),-5.8%
NC(=O)[C@@H]1CN(C(=O)c2ccc(F)cn2)C[C@H]1COc1ccccc1,18.1%
COc1cc2c(cc1OCc1ccccc1)NC(=O)C21CCN(C(=O)C2CCC2)CC1,-14.1%[44.1 µM]
CCNC(=O)CCc1c(C)nn(-c2ccccc2)c1Oc1ccccc1,i
COC(=O)[C@@H]1Cc2ncn(C)c2CN1S(=O)(=O)c1ccc(F)cc1,17.3%[44.1 µM]
CCN(CC)c1ccc(CNC(=O)c2cc3c(s2)CN(C(C)C)C3)cc1,?
COc1ccc(C(=O)N2CCCN(c3cc(-c4ccc(C)c(C)c4)[nH]n3)CC2)cc1OC,?
COc1ccc2[nH]c3c(c2c1)CCNC31CCN(S(=O)(=O)c2c(C)noc2C)CC1,?
COCC(=O)N1CCC(C2CCN(C(=O)c3ccncc3)CC2)C1 (stereo not given),53.6%[activator]
O=C(NCc1noc(Cc2cccs2)n1)C1COc2ccccc2C1 (stereo not given),6.9%
CCc1ccc(C2C(C(=O)Nc3ccccc3OC)=C(C)Nc3nc(SCc4ccccc4)nn32)cc1 (stereo not given),-9.0%
O=C(Cc1ccc2c(c1)OCCCO2)NC1CCCc2c1[nH]c1ccccc21 (stereo not given),-29.8%
CC(=O)c1ccc(NC(=O)C2CCC(CNS(=O)(=O)c3ccc4c(c3)CCCC(=O)N4)CC2)cc1 (stereo not given),-14.2%
COc1ccc(CNC(=O)CC[C@@H]2CNC(=O)[C@@H]3C[C@H](NC(=O)NC(C)C)CN23)cc1,1.9%[44.1 µM]
CCn1ccc(C(=O)N2CCC(N3C[C@H](O)C[C@H]3C(=O)NC3CCCCC3)CC2)n1,-7.4%
COCC[C@]1(O)CCN(C(=O)c2cc(-n3cccn3)ccc2Cl)C[C@H]1C,7.8%
CCOC(=O)C1CC1CN1CCCC2(Cc3ccccc3CNC2=O)C1 (stereo not given),?
CS(=O)(=O)c1ccc(O[C@H]2COCCN(c3nc4ccccc4s3)C2)cc1,i
CCc1ccc2oc(C(=O)NCC(c3ccc(Cl)cc3)N3CCOCC3)c(C)c2c1 (stereo not given),11.2µM*
Cc1ccc(-c2noc([C@@H]3C[C@H](NS(=O)(=O)Cc4ccccc4)CN3C)n2)cc1,?
CC1=NOC(C(=O)N2CCOc3c(O)cc(-c4nc(C)cnc4C)cc3C2)C1 (stereo not given),-13.5%
COc1cccc(CN2CCCC(c3nc(C(C)C)no3)CCNC(=O)CC2)c1 (stereo not given),?
COc1ccc(C2Cn3nnc(-c4nc(-c5cccc(C)c5)no4)c3CO2)cc1 (stereo not given),i
CC1=C[C@@H](CNC(=O)NC2CCCCC2)[C@H](C(C)C)C[C@H]1Cc1nc2ccc(C)cc2[nH]1,-18.5%[44.1 µM]
COC[C@@H]1CN(C(=O)c2cn3ccccc3n2)C[C@H]1c1nc(C)no1,2.8%
O=C(Nc1ccc2c(N3CCCCC3)ncnc2c1)c1cc(F)cc(F)c1,?
C=CCN1CC(C(=O)NCc2cccnc2Oc2ccc(C)nc2)CC1=O (stereo not given),-10.5%
CC1=C(C(=O)OC2CCCCCC2)C(c2ccc(Cl)cc2)CC(=O)N1 (stereo not given),?
